Pf growth 96h = inhibits malaria parasite growth, 96 h | P. falciparum luciferase reporter growth, 96 h | hit rate 6.9% among 320,000 | Potency, µM (series often up to 28.7 µM), for the others: at the top dose activity change, negative = inhibition, usual class: inhibitors; also: potency is read from the fitted curve at half-maximal effect; % is scaled to controls: 0 for no effect and ±100 for the full control effect
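Erythrocytes infected with luciferase-expressing P. falciparum were dispensed at 2% hematocrit and 0.05% parasitemia (final), then incubated with compounds 96 hours at 37 C in 5% CO2. Luminescence after detection reagent addition reported growth.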
LmPK inhibitor = blocks Leishmania mexicana pyruvate kinase activity; AID 1721; purified LmPK, Kinase-Glo ATP luminescence, 1 h; Q27686; Potency, µM (series often up to 57.5 µM), for the others: at the highest dose activity change, negative = inhibition, hits mostly inhibitors; hit rate 0.37% among 290,000; also: potency is read from the fitted curve at half-maximal effect; % is scaled to controls: 0 for no effect and ±100 for the full control effect
Target sequence (Q27686 whole entry, looked up): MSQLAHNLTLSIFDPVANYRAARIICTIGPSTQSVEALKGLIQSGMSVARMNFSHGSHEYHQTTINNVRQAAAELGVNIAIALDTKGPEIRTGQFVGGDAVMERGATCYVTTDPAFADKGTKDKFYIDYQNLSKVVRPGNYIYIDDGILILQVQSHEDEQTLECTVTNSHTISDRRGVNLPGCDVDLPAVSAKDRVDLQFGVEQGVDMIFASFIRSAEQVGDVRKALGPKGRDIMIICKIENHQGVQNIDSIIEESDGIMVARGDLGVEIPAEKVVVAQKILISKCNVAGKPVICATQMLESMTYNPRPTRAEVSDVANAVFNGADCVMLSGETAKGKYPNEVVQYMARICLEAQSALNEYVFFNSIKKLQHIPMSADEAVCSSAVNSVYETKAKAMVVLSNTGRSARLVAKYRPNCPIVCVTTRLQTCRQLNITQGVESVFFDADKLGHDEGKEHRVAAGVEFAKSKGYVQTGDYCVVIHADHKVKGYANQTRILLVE
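Pyruvate kinase activity monitored as ATP production (luciferase luminescence). Conditions: 0.1 nM enzyme, 0.5 mM PEP, 0.1 mM ADP, 1 h, RT; normalized against uninhibited and no-enzyme wells.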
Cycloheximide cs = counter-screen for Shiga toxin inhibitors: cycloheximide protein synthesis inhibition; cell reporter, cycloheximide protein synthesis inhibition counterscreen; max response, %; hit rate 12% among 300,000; AID 2314; in the data active = max response mostly above about 13%, no sharp cut-off; inactive = mostly below about 14%; also: read at 38.3 µM for the half of the compounds with a filed dose; 0% is about no effect
AmpC no deterg = inhibitors of E. coli AmpC beta-lactamase without detergent. P00811. AmpC nitrocefin hydrolysis, absorbance 480 nm, 0.0001% Triton. Potency, µM (series often up to 57.1 µM), inactives show at the top dose activity change, negative = inhibition, most hits filed as inhibitors. hit rate 0.52% among 330,000. AID 485341;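 also: potency is read from the fitted curve at half-maximal effect; plate controls were no compound for no effect and no enzyme for full effect; nearly all actives have a fitted effect of over 20% in size; some results filed as inactive show a strong effect at the top dose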
Target sequence (P00811 whole entry, looked up): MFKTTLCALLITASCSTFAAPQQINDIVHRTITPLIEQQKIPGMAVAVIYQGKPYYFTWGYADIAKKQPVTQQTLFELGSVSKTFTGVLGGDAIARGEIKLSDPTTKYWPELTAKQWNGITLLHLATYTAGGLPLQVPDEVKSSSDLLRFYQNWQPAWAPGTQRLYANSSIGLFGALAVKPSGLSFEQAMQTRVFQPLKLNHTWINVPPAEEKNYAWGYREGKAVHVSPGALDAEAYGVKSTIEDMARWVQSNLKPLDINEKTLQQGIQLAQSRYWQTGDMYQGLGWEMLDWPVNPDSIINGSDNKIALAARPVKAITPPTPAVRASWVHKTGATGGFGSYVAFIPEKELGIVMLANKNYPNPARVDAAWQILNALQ
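AmpC (5.3 nM in the dispensed reagent) in 20 mM phosphate pH 7.0 with 0.01% (detergent screen) or 0.0001% Triton X-100 was preincubated with compounds for 15 min at room temperature. Nitrocefin was then added from an 800 uM solution, and hydrolysis was followed at 480 nm.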
Pf growth 48h = P. falciparum growth inhibition at 48 hours (one generation). Potency, µM (top dose mostly 28.7 µM), for inactives: at the top dose activity change, negative = inhibition, hits mostly inhibitors. hit rate 5.9% among 310,000. P. falciparum luciferase growth in erythrocytes, 48 h; also: potency is read from the fitted curve at half-maximal effect; % is scaled to controls: 0 for no effect and ±100 for the full control effect
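In quantitative HTS format, infected erythrocytes bearing luciferase-reporter parasites were treated for a single generation at 37 C. Luminescence after adding detection reagent served as the growth measure.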
Shiga toxin inh = blocks Shiga toxin action in Vero cells; hit rate 9.2% among 290,000; Vero cells, Shiga toxin protein synthesis inhibition reporter; AID 2315; inhibition, % at 38.7 µM; in the data active = inhibition mostly above about 28%, no sharp cut-off; inactive = mostly below about 43%; also: 0% is about no effect
TbPYK inhibitor = T. brucei pyruvate kinase inhibition. Q57TT1. TbPYK enzyme, Kinase-Glo Plus ATP luminescence, 45 min. Potency, µM (top dose mostly 76.8 µM), without a hit: at the top dose activity, negative = inhibition, most hits filed as inhibitors. hit rate 0.12% among 410,000. AID 624173; also: potency is read from the fitted curve at half-maximal effect; % is scaled to controls: 0 for no effect and ±100 for the full control effect; nearly all actives have a fitted effect of over 50% in size
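Luminescence from Kinase-Glo Plus, added after a 45-minute room-temperature reaction, served as the end-point read-out. The enzyme and substrate were preincubated with compound before ADP (130 uM final) initiated turnover. Concentration-effect curves came from normalized qHTS data.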
* hit, by the source's call; [ ] = remark or other dose. Unless noted, calls follow the shape of the dose curve; as a rule, active = well fitted curve in the direction sought with a large enough effect; inconclusive = small, poorly fitted or top-dose-only effect, or another doubt; inactive = no such curve, though single readings can be large; an effect the other way counts as inactive or inconclusive.

`CCN1CCN(C(=O)c2cc(-c3ccc(Cl)s3)nc3ccccc23)CC1` gave Pf growth 96h inconclusive, LmPK inhibitor 2%, Cycloheximide cs 12, AmpC no deterg 185%[activator], Pf growth 48h inconclusive, Shiga toxin inh -2 and TbPYK inhibitor -14%.
For COc1ccc(NC(C)=O)cc1NC(=O)C1CCN(C(=O)Nc2ccccc2)CC1 the results were Pf growth 96h -1%, AmpC no deterg -1%, Pf growth 48h -9% and TbPYK inhibitor 3%.
`O=C(NCc1ccccn1)c1c(Cl)cccc1Cl` gave Pf growth 96h 72%, LmPK inhibitor 6%, Cycloheximide cs 0, AmpC no deterg -7%, Pf growth 48h 9%, Shiga toxin inh 3 and TbPYK inhibitor -9%.
Screening Cc1ccc2nc(C)c(C(=O)N/N=C/c3ccco3)cc2c1 returned Pf growth 96h -9%, LmPK inhibitor 1%, Cycloheximide cs -2, AmpC no deterg -26%, Pf growth 48h -4%, Shiga toxin inh -3 and TbPYK inhibitor -2%.
Screening CC(=O)Nc1c(F)c(F)c(F)c(F)c1F returned Pf growth 96h 0%, LmPK inhibitor 7%, Cycloheximide cs 2, AmpC no deterg -9%, Pf growth 48h 1%, Shiga toxin inh -4 and TbPYK inhibitor 3%.
For CC(=O)NC12CC3CC(C1)CC(C(=O)OCC(=O)Nc1c(F)cccc1F)(C3)C2 the results were Pf growth 96h 6.6µM*, AmpC no deterg -21%, Pf growth 48h inconclusive and TbPYK inhibitor 4%.
CC(Sc1nnc(CN2CCCC2)n1Cc1ccccc1)C(=O)Nc1ccc(F)cc1 (stereo not drawn) was read as Pf growth 96h inconclusive, LmPK inhibitor -8%, Cycloheximide cs 10, AmpC no deterg 106%[activator], Pf growth 48h -11%, Shiga toxin inh -10 and TbPYK inhibitor 3%.
Screening COc1ccc(C(CNC(=O)c2cccc(Br)c2)N2CCCC2)cc1 (stereo not drawn) returned Pf growth 96h inconclusive, LmPK inhibitor 10%, Cycloheximide cs -4, AmpC no deterg -6%, Shiga toxin inh -7 and TbPYK inhibitor 4%.
CCCCn1c(N)c(N(CC(C)C)C(=O)CCCc2nc3ccccc3c(=O)[nH]2)c(=O)[nH]c1=O was read as Pf growth 96h 1%, AmpC no deterg -13%, Pf growth 48h 5% and TbPYK inhibitor -2%.
For Cc1cc(C(=O)CSc2nnc(-c3ccc(Cl)cc3)n2CC2CCCO2)c(C)n1C (stereo not drawn) the results were Pf growth 96h -2%, LmPK inhibitor -1%, Cycloheximide cs 1, AmpC no deterg 4%, Pf growth 48h inconclusive, Shiga toxin inh -12 and TbPYK inhibitor -9%.

The list goes on, starting with the last 2 of the part before.
CCCCn1c(N)c(N(CC(C)C)C(=O)CCCc2nc3ccccc3c(=O)[nH]2)c(=O)[nH]c1=O was read as Pf growth 96h 1%, AmpC no deterg -13%, Pf growth 48h 5% and TbPYK inhibitor -2%.
For Cc1cc(C(=O)CSc2nnc(-c3ccc(Cl)cc3)n2CC2CCCO2)c(C)n1C (stereo not drawn) the results were Pf growth 96h -2%, LmPK inhibitor -1%, Cycloheximide cs 1, AmpC no deterg 4%, Pf growth 48h inconclusive, Shiga toxin inh -12 and TbPYK inhibitor -9%.
Cc1ccc(C(C)C)c(OCC(=O)NN=C2CCCCCCC2)c1 was read as Pf growth 96h inconclusive, LmPK inhibitor 5%, Cycloheximide cs -5, AmpC no deterg -15%, Pf growth 48h 5%, Shiga toxin inh -10 and TbPYK inhibitor 37%.
`CC(=O)N/C(=C/c1ccc2c(c1)OCO2)C(=O)NCCCO` gave Pf growth 96h 74%[activator], LmPK inhibitor -2%, Cycloheximide cs 7, AmpC no deterg -12%, Pf growth 48h -10%, Shiga toxin inh 27 and TbPYK inhibitor 1%.
`Cc1ccc(NC(=O)[C@H](C)NC(=O)C2CCN(C(=O)[C@@H](NC(=O)OC(C)(C)C)C(C)C)CC2)cc1` gave Pf growth 96h -29%, LmPK inhibitor -6%, Cycloheximide cs -3, AmpC no deterg 71%[activator], Pf growth 48h -22%, Shiga toxin inh -6 and TbPYK inhibitor 0%.
O=C1C=C(O)CC(c2ccc(Cl)cc2)C1 (stereo not drawn) was read as Pf growth 96h 0%, LmPK inhibitor 3%, Cycloheximide cs -1, AmpC no deterg -20%, Pf growth 48h -28%, Shiga toxin inh -6 and TbPYK inhibitor 3%.
`Cc1ccccc1NC(=O)Cn1nnc2c(cnn2-c2ccc(F)cc2)c1=O` gave Pf growth 96h 46%[activator], LmPK inhibitor -1%, Cycloheximide cs -3, AmpC no deterg -26%, Pf growth 48h 43%[activator], Shiga toxin inh -4 and TbPYK inhibitor 1%.
Screening CCc1nc(N)c(C#N)c(-c2cccnc2)c1C returned LmPK inhibitor 7%, Cycloheximide cs -5, AmpC no deterg -19%, Pf growth 48h 20%, Shiga toxin inh 14 and TbPYK inhibitor 4%.
COc1nc(-c2ccc(Cl)cc2Cl)nc2ccccc12 was read as Pf growth 96h inconclusive, LmPK inhibitor 0%, Cycloheximide cs 2, AmpC no deterg -22%, Pf growth 48h 66%[activator], Shiga toxin inh -11 and TbPYK inhibitor -4%.
O=c1oc2ccccc2c(Nc2cc3ccccc3cc2O)c1[N+](=O)[O-] was read as Pf growth 96h 17%, LmPK inhibitor -3%, Cycloheximide cs 53*, AmpC no deterg -30%, Pf growth 48h 39%[activator], Shiga toxin inh 111* and TbPYK inhibitor -8%.
For CC(NC(=O)c1ccccc1F)C1CC1 (stereo not drawn) the results were Pf growth 96h 21%, LmPK inhibitor -8%, Cycloheximide cs -3, AmpC no deterg -1%, Pf growth 48h 9%, Shiga toxin inh -2 and TbPYK inhibitor -5%.
`Cc1cc2oc(=O)cc(CN(C)Cc3ccccc3)c2cc1C(C)C` gave Pf growth 96h inconclusive, LmPK inhibitor -9%, Cycloheximide cs -1, AmpC no deterg -5%, Pf growth 48h 13µM*, Shiga toxin inh -7 and TbPYK inhibitor 0%.
`CCC1Oc2ccc(C)cc2N(CC(=O)N2CCN(c3ccc(F)cc3)CC2)C1=O` (stereo not drawn) gave Pf growth 96h 18%, LmPK inhibitor 2%, Cycloheximide cs -2, AmpC no deterg 44%, Pf growth 48h inconclusive, Shiga toxin inh -10 and TbPYK inhibitor -4%.
CC1CCCCC1NC(=O)CSc1nnc(CC(=O)Nc2ccccc2F)n1C (stereo not drawn) was read as Pf growth 96h 157%[activator], LmPK inhibitor 0%, Cycloheximide cs -2, AmpC no deterg 5%, Pf growth 48h -1%, Shiga toxin inh 3 and TbPYK inhibitor -4%.
CN(C)c1nc(Nc2ccc(F)cc2)nc(Oc2ccc(F)cc2)n1 was read as Pf growth 96h inconclusive, LmPK inhibitor 2%, Cycloheximide cs -3, AmpC no deterg -34%, Pf growth 48h 0%, Shiga toxin inh 23 and TbPYK inhibitor -6%.
COc1ccc2c(c1)C1NC(=S)N[C@@](C)(O2)C1C(=O)Nc1ccccc1 (stereo partly drawn) was read as Pf growth 96h -17%, LmPK inhibitor 5%, Cycloheximide cs 12, AmpC no deterg -17%, Pf growth 48h -10%, Shiga toxin inh 3 and TbPYK inhibitor 4%.
`Cc1ccc2[nH]c(=O)c(CN(C)C(=O)c3cccs3)cc2c1` gave Pf growth 96h -3%, LmPK inhibitor 0%, Cycloheximide cs 24, AmpC no deterg -19%, Pf growth 48h 8%, Shiga toxin inh 47 and TbPYK inhibitor -3%.
For Cc1cccc(NC(=O)c2ccc(-n3cccn3)c([N+](=O)[O-])c2)c1 the results were Pf growth 96h inconclusive, LmPK inhibitor 1%, Cycloheximide cs 32*, AmpC no deterg -25%, Pf growth 48h 3%, Shiga toxin inh 49 and TbPYK inhibitor -8%.
CCn1cc(C(=O)OCC(=O)N(C)Cc2ccccc2)c(=O)c2ccc(C)nc21 was read as Pf growth 96h 3%, LmPK inhibitor 1%, Cycloheximide cs -2, AmpC no deterg 1%, Pf growth 48h 12%, Shiga toxin inh -5 and TbPYK inhibitor 6%.
`CCOC(=O)N1CCN(C(=O)COC(=O)c2cc(Cl)c(O)c(Cl)c2)CC1` gave Pf growth 96h -25%, LmPK inhibitor 0%, Cycloheximide cs -2, AmpC no deterg -4%, Pf growth 48h inconclusive, Shiga toxin inh 8 and TbPYK inhibitor 8%.
Cc1csc(NC(=O)c2cc(C)nc3ccccc23)n1 was read as Pf growth 96h 0%, LmPK inhibitor 7%, Cycloheximide cs -2, AmpC no deterg -9%[11.4 µM], Pf growth 48h 3%, Shiga toxin inh -7 and TbPYK inhibitor 0%.
COc1ccc(NC(=O)c2ccco2)cc1NC(=O)c1cccs1 was read as LmPK inhibitor -1%, Cycloheximide cs -2, AmpC no deterg -18%, Pf growth 48h 24%, Shiga toxin inh 3 and TbPYK inhibitor 1%.
Screening O=C(NC(=S)Nc1ccccc1)c1ccc(Br)o1 returned Pf growth 96h 119%[activator], LmPK inhibitor 0%, Cycloheximide cs 36*, AmpC no deterg -7%[2.29 µM], Pf growth 48h 89%[activator], Shiga toxin inh 79* and TbPYK inhibitor -2%.
For Cc1coc2c(C)c3oc(=O)c(CCC(=O)NCCC(=O)O)c(C)c3cc12 the results were Pf growth 96h 69%[activator], LmPK inhibitor -6%, Cycloheximide cs -4, AmpC no deterg -5%, Pf growth 48h 34%, Shiga toxin inh 3 and TbPYK inhibitor -1%.
CC(C)CNC(=S)NC(=O)c1ccc([N+](=O)[O-])cc1 was read as Pf growth 96h 79%[activator], LmPK inhibitor -2%, Cycloheximide cs 17, AmpC no deterg -26%, Pf growth 48h 47%[activator], Shiga toxin inh 51 and TbPYK inhibitor -14%.
`CCN(CC)CCNS(=O)(=O)c1ccc(Cl)cc1` gave Pf growth 96h 9%[5.75 µM], LmPK inhibitor 4%, Cycloheximide cs -3, AmpC no deterg -2%, Pf growth 48h -2%, Shiga toxin inh 21 and TbPYK inhibitor 0%.
Screening CC(=O)Nc1ccc(S(=O)(=O)N2CCN(C(=O)N3CCOCC3)CC2)cc1 returned Pf growth 96h inconclusive, LmPK inhibitor -7%, Cycloheximide cs -2, AmpC no deterg -9%, Pf growth 48h -1%, Shiga toxin inh 1 and TbPYK inhibitor -5%.
CC(NC(=O)c1ccc(C(C)(C)C)cc1)C(=O)O (stereo not drawn) was read as Pf growth 96h -21%, LmPK inhibitor -2%, Cycloheximide cs -2, AmpC no deterg -16%, Shiga toxin inh 4 and TbPYK inhibitor -2%.
Screening COc1ccc(Nc2nc3c(C)cccc3cc2C#N)cc1 returned Pf growth 96h 34%[activator], LmPK inhibitor 6%, Cycloheximide cs -1, AmpC no deterg -15%, Pf growth 48h inconclusive, Shiga toxin inh 19 and TbPYK inhibitor 7%.
For COc1ccc(NC(=O)c2sc(SCc3ccccc3)nc2N)cc1 the results were Pf growth 96h -13%, LmPK inhibitor 4%, Cycloheximide cs 22*, AmpC no deterg -28%, Pf growth 48h -11%, Shiga toxin inh 24 and TbPYK inhibitor -4%.
CC1(NC(=O)Cn2cc(C(F)(F)F)ccc2=O)CCS(=O)(=O)C1 (stereo not drawn) was read as Pf growth 96h inconclusive, AmpC no deterg -13%, Pf growth 48h 12% and TbPYK inhibitor -1%.
